# From PubChem BioAssay
# PDI turbidity: PDI (human) enzyme inhibition; P07237; PDI insulin aggregation turbidity, A650, 90 min; inhibition, % at 10 µM; hit rate 0.052% among 350,000; AID 588391;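 active means mean inhibition across replicates of 30% or more, whatever share of single replicates reach that level; inconclusive means mean inhibition below 30% while every single replicate reaches 30%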;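 further: absorbance from insulin aggregation driven by PDI reduction with DTT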
# Target sequence (P07237 whole entry, looked up): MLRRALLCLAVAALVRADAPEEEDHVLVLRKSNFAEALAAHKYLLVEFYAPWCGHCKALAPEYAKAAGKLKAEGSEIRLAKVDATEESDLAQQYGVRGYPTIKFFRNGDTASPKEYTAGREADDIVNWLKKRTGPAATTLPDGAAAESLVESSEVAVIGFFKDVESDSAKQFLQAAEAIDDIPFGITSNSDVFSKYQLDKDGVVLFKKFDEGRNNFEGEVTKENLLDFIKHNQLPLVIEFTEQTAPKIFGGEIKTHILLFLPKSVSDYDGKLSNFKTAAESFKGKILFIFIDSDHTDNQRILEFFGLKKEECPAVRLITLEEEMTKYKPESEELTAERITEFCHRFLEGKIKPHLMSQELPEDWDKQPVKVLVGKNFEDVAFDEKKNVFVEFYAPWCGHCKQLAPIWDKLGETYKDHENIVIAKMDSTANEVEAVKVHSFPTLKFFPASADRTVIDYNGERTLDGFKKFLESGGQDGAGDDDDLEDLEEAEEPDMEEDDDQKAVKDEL
# Vif imaging: blocks HIV Vif function | HEK293T cells, Vif self-association by quenched fluorescence, imaging, 24 h | inhibition, % at 7.49 µM | hit rate 0.35% among 340,000; in the data active means inhibition above about 50%, passing the limit was not always enough; inconclusive means no clear call, values can overlap the other calls; inactive means below about 31%; further: some results filed as inactive read as strong as hits
# HIF-2a block: blocks HIF-2a reporter activity. hit rate 0.72% among 360,000. inhibition, % at 18.8 µM. 786-0 RCC cells HIF-2a reporter, luciferase luminescence, overnight. AID 624352;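 active means inhibition of the luminescence signal of 40% or more relative to plate controls, in a single-dose primary screen at 18.75 µM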
# NR2E3 ag-1: activates human photoreceptor nuclear receptor NR2E3; GST-NR2E3/biotin-RetCOR TR-FRET, 1536-well; inhibition of corepressor binding, % at 4.78 µM; hit rate 0.12% among 320,000; AID 2300;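 active means percent inhibition above the cutoff of mean plus 3 SD of all tested compounds, set per screening campaign, cut at about 20% in these data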;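 further: 0% = DMSO wells and 100% = biotin wells as full block of FRET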
# Target sequence (Q9Y5X4 whole entry, looked up): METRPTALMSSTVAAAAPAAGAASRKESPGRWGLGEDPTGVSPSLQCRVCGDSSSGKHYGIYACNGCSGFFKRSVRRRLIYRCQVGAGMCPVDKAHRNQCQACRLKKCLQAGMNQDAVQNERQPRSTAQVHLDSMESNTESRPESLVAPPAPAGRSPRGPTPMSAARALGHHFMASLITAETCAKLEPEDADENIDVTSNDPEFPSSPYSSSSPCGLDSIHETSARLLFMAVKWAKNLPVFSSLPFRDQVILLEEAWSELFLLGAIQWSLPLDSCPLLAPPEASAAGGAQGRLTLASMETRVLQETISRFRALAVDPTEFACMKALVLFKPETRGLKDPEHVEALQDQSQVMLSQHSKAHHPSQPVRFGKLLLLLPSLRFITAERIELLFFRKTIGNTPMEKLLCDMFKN
#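 Material: NR2E3–RetCOR corepressor complex / Incubation: Compound–protein incubation for 5 h at 4 °C / Dosing: compound at 4.8 µM, single dose / Detection: time-resolved FRET / Benchmarks: high control biotin, low control 0.6% DMSO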
# TRPM1 prom inh: reduces MITF-dependent TRPM1 promoter luciferase signal. inhibition, % at 12.5 µM. AID 488899. hit rate 0.83% among 330,000. SK-MEL-5 TRPM1 promoter luciferase, 24 h;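 active means mean inhibition across replicates of 60% or more, whatever share of single replicates reaches that level; inconclusive means some that reach 60%, reason not given; inactive means mean inhibition across replicates below 60%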; further: values of inactives mirror those of a sister screen read the other way
# NR2E3 ag-2: activates human NR2E3 receptor. Q9Y5X4. AID 602229. inhibition of corepressor binding, % at 3.98 µM. hit rate 0.35% among 360,000. CHO-S Gal4-NCOR/VP16-NR2E3 two-hybrid, luciferase;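 active means inhibition above the mean of all tested compounds plus 3 SD, cut at about 70% in these data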;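 further: 0% = DMSO with NR2E3 transfected cells and 100% = cells lacking NR2E3 construct; higher means lower luciferase signal from less NR2E3 corepressor binding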
# iPSC survival up: hiPSC single-cell survival enhancement; ATPlite luminescence; 100% = ROCK inhibitor wells, 0% = DMSO; survival enhancement, % at 20 µM; hit rate 0.044% among 360,000; in the data active means survival enhancement above about 18%;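 further: cells exposed to compounds for 16 hours before the ATP read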
# Peg3 promoter: inhibitors of Peg3 promoter. inhibition, % at 20 µM. hit rate 1.7% among 360,000. HeLa PEG-Prom luciferase reporter, luminescence, overnight. AID 588405;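 active means inhibition of at least 50% at 20 µM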
# Granule exo inh: blocks lytic granule exocytosis | hit rate 0.66% among 360,000 | inhibition, % at 10 µM | TALL-104 LAMP-1 surface exposure, flow cytometry; cells stimulated with thapsigargin and PMA;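 active means inhibition above about 55%, limit read from the data; inconclusive means no clear call, values can overlap the other calls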
# CaV13 ICDI inh: Primary screen for inhibitors of IQ motif and Ca2+-dependent inactivation inhibitor domain binding in CACNA1D, Förster resonance energy transfer in living cells, …. HEK cells, CFP/YFP FRET ICDI-IQ, plate reader, 10 min; percent FRET-ratio fall versus neutral wells. inhibition, % at 12.3 µM. hit rate 0.098% among 340,000;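 active means mean replicate inhibition of at least 30% and at least 1% of replicates passing that level; inconclusive means only one of the two criteria is met; inactive means neither criterion is met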;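 further: 0% = median of the neutral control wells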
# aDG glyco act: alpha-DG glycosylation activation. activation, % at 10 µM. Pro5-aDG cells, alpha-DG glycosylation AlphaScreen (IIH6); 0% Pro5, 100% B10-LARGE cell signal. AID 624168. hit rate 0.22% among 360,000;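 active means activation of at least 8% versus controls, or a plate z-score of at least 8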;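 further: Pro5 are CHO cells carrying HIG-tagged alpha-DG that lacks glycosylation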
# * marks the source's active call; other numbers are inactive results; ? = inconclusive; nt = no result given.
# Screens in order: PDI turbidity	Vif imaging	HIF-2a block	NR2E3 ag-1	TRPM1 prom inh	NR2E3 ag-2	iPSC survival up	Peg3 promoter	Granule exo inh	CaV13 ICDI inh	aDG glyco act
1	O=C(Nc1ccccc1NC(=O)c1ccc(F)cc1)c1ccc(F)cc1
→ -12.5	3.8	0.0	1.7	-5.9	-7.0	0.9	5.4	4.3	-19.8	0.0
2	CCOc1cccc2cc(-c3nnc(NCc4ccc5c(c4)OCO5)s3)c(=O)oc12
→ -5.7	10.5	5.7	-0.8	29.8	4.2	0.8	43.4	-9.0	-5.8	-0.4
3	Cc1cccc(N2CCN(c3nc4nonc4nc3N3CCSCC3)CC2)n1
→ -2.6	15.3	1.5	-1.5	-6.9	2.2	2.0	4.2	-3.4	-5.0	0.0
4	COc1cc(/C=N/NC(=O)Cn2ccc(C(F)(F)F)n2)cc(OC)c1OC
→ 1.2	6.3	8.5	-2.2	4.3	-13.3	-1.1	-3.5	-3.4	-5.2	1.0
5	CC(=O)Nc1ccc(NC(=O)CSc2nc(=O)n(CCCN3CCOCC3)c3c2CCC3)cc1
→ -5.0	14.4	5.7	nt	nt	15.7	5.7	-5.4	-11.3	-12.2	0.4
6	CCC1CCCCN1Cc1c(O)ccc2c(=O)c(-c3ccccc3)coc12 (configuration not stated)
→ 1.7	-0.5	16.8	-0.2	4.8	-38.6	-0.7	11.2	-3.2	-5.5	-0.2
7	O=C(COC(=O)/C=C/c1ccc(Cl)c(Cl)c1)NC1CCS(=O)(=O)C1 (configuration not stated)
→ -2.3	-1.6	9.9	-2.1	-5.4	-23.8	-0.5	9.5	-0.9	-18.7	0.0
8	Cc1ccccc1NC(=O)COC(=O)CCc1ccccc1
→ -0.1	-0.8	1.1	0.9	-2.4	-16.2	-2.0	15.4	-4.6	-5.8	1.1
9	O=C1C2CC=CCC2C(=O)N1c1ccc(N2CCN(c3ccccn3)CC2)c([N+](=O)[O-])c1 (configuration not stated)
→ 1.0	-16.3	6.9	2.0	9.4	6.4	-0.6	17.5	-6.1	3.8	0.4
10	CCCCn1c(SCC(=O)Nc2nnc(C)s2)nnc1-c1ccoc1C
→ 7.1	1.5	3.6	3.0	-14.5	-3.6	1.4	6.1	-2.0	0.2	0.3
11	CC/C(Cc1ccccc1)=N\NC(=O)c1cc([N+](=O)[O-])cc([N+](=O)[O-])c1
→ 4.0	10.6	11.6	-3.1	-2.4	8.1	-0.8	-4.5	-4.6	-5.4	0.0
12	CC(C)(C)c1ccccc1NC(=O)c1cc(-c2ccncc2)nc2ccccc12
→ 5.0	3.3	22.0	nt	12.4	-24.2	-0.9	3.6	-4.9	-5.9	0.2
13	CC(C)n1nnnc1C1c2ccccc2C(=O)N1CCOc1ccccc1 (configuration not stated)
→ nt	nt	-165.0	nt	nt	-89.4	-0.9	nt	5.4	-6.6	-0.1
14	CC(=O)c1c(C)[nH]c(C(=O)OCC(=O)Nc2cccc(S(=O)(=O)N(C)C)c2)c1C
→ 4.5	-11.7	-1.7	-3.7	11.1	0.0	-0.9	6.2	0.0	-2.9	0.1
15	CCOc1cc(C(=O)Nc2c(C)ccc3nsnc23)cc(OCC)c1OCC
→ -4.8	0.9	17.4	-0.8	-1.1	-0.9	-3.4	12.1	-1.3	-4.1	0.2
16	CC1CN(C(=S)Nc2cccc(F)c2)CC(C)O1 (configuration not stated)
→ -2.5	3.5	17.8	2.3	2.9	-3.7	-0.2	10.4	0.9	-4.8	-0.1
17	Fc1ccccc1N1CCN(Cc2nc(-c3ccc(Cl)cc3Cl)no2)CC1
→ 0.3	5.9	7.1	-1.7	6.7	-14.0	-0.6	2.0	-0.7	-3.1	0.0
18	CC1=C(C(=O)N2CCOCC2)C(c2ccc(-c3ccccc3)cc2)NC(=S)N1 (configuration not stated)
→ 6.8	-4.1	25.1	4.0	-5.3	-13.6	-0.1	-3.7	0.6	10.3	0.0
19	CCCCn1nnnc1C(c1cccc2ccccc12)N1CCN(C/C=C/c2ccccc2)CC1 (configuration not stated)
→ nt	0.4	-7.9	nt	nt	6.5	-0.4	6.8	57.5*	0.2	0.1
20	Cc1cnc(CNC(=O)c2ccc3sc([C@H]4C[C@H](O)[C@@H](CO)O4)nc3c2)cn1
→ 6.0	4.5	6.0	nt	nt	-5.9	-0.7	1.8	5.1	-10.4	-0.2
21	CC(=O)c1ccc(NC(=O)C(C)Sc2nnc3ccccn23)cc1 (configuration not stated)
→ 1.2	15.4	-20.0	-0.4	-16.5	2.8	6.7	0.5	-6.5	-1.6	-0.1
22	Cc1onc(-c2ccccc2Cl)c1C(=O)N(C)Cc1ccccc1
→ -0.5	30.8	13.4	nt	-7.6	4.2	-0.1	14.4	0.4	-16.8	0.0
23	CC(C)=N/N=C1/NC(=O)C(c2ccc(Cl)cc2)S1 (configuration not stated)
→ -2.7	-5.6	-4.7	nt	4.2	11.6	-1.6	4.0	-7.2	-9.3	0.2
24	Cc1ccc(-c2nn(C)c(=O)c3ccccc23)cc1S(=O)(=O)NCCN1CCOCC1
→ 4.9	-6.4	12.6	-0.1	-8.7	-11.9	-2.5	8.4	-3.6	nt	0.1
25	Cc1ccc(C(C)C)c(OCC(=O)Nn2c(=O)[nH]c3ccccc3c2=O)c1
→ 10.8	0.3	8.9	-2.8	5.4	16.0	-0.9	-0.8	-0.3	-4.4	-0.2
26	C/C(=N\NC(=O)c1nnn(-c2nonc2N)c1CN1CCCCC1)c1ccccc1O
→ 1.4	5.8	-1.8	-4.8	-2.3	-16.2	-0.5	43.1	-0.7	-3.2	0.2
27	O=C(Cn1nc(C(F)(F)F)c2c1CCCC2)Nc1ccc2c(c1)OCO2
→ 0.3	-0.9	7.5	-1.1	-2.2	3.6	1.6	19.8	1.0	-3.3	-0.1
28	CS(=O)(=O)N(CC(=O)N1CCN(Cc2ccccc2)CC1)c1ccccc1Br
→ -1.6	3.7	16.9	2.8	-5.5	-21.9	-0.3	14.7	20.8	-1.8	-0.1
29	COCCNC(=O)c1ccccc1NC(=O)c1ccccc1N(C)S(=O)(=O)c1ccc(C)cc1
→ 3.4	5.2	16.0	0.6	1.6	17.7	1.0	4.5	-0.7	0.1	-0.1
30	Cc1ccc(N2C(=O)[C@@H]3[C@H](C2=O)C2c4ccccc4C=NN2[C@@H]3C(=O)c2ccc(Cl)cc2)cc1 (some centres not stated)
→ 3.2	0.6	7.8	-1.1	4.9	-4.7	1.8	9.9	-1.6	-3.6	0.1

# Laid out differently: 2 of the compounds above
23) CC(C)=N/N=C1/NC(=O)C(c2ccc(Cl)cc2)S1 (configuration not stated)
24) Cc1ccc(-c2nn(C)c(=O)c3ccccc23)cc1S(=O)(=O)NCCN1CCOCC1

Screen / compound no.,23,24
PDI turbidity,-2.7,4.9
Vif imaging,-5.6,-6.4
HIF-2a block,-4.7,12.6
NR2E3 ag-1,nt,-0.1
TRPM1 prom inh,4.2,-8.7
NR2E3 ag-2,11.6,-11.9
iPSC survival up,-1.6,-2.5
Peg3 promoter,4.0,8.4
Granule exo inh,-7.2,-3.6
CaV13 ICDI inh,-9.3,nt
aDG glyco act,0.2,0.1

# Other entries.
# Screens in order: PDI turbidity	Vif imaging	HIF-2a block	NR2E3 ag-1	TRPM1 prom inh	NR2E3 ag-2	iPSC survival up	Peg3 promoter	Granule exo inh	CaV13 ICDI inh	aDG glyco act
31	COP(=O)(OC)C(Nc1ccc(Cl)cc1)c1ccccc1 (configuration not stated)
→ 23.7	?	7.9	2.0	7.7	-27.2	-0.1	8.0	14.2	-21.3	0.0
32	CC(C)OCCCNS(=O)(=O)c1ccc2c(c1)oc(=O)n2C
→ nt	1.3	6.8	0.4	4.6	-10.3	1.2	6.3	4.0	-9.2	0.0
33	COc1ccc(/C=C(\NC(=O)c2ccc(OC)cc2)C(=O)Nc2ccccc2C(=O)O)cc1
→ 5.0	-15.9	4.9	0.1	2.0	-9.8	-0.5	12.2	13.2	-3.5	0.1
34	COc1ccc(N/C(C)=C/C(=O)c2ccccc2)cc1
→ 16.1	3.4	-258.6	-1.3	-116.2	12.5	-1.7	-278.3	4.8	-3.3	-0.2
35	CCOc1ccc(C2=NNC(c3cccs3)=Nc3ccc(OC)cc32)cc1
→ 4.4	nt	-22.4	-1.5	-7.3	-106.6	-2.7	-11.5	-2.7	nt	-0.6
36	C=CCC1(N(C(C)=O)c2ccccc2)CCCCC1
→ 3.3	1.5	7.5	1.5	1.7	-0.3	1.4	-2.9	-4.8	-0.6	-0.2
37	O=C(C1CCCN(S(=O)(=O)c2cccs2)C1)N1CCc2ccccc2C1 (configuration not stated)
→ -8.9	-7.0	10.7	3.5	10.7	29.7	1.3	3.7	-0.9	-5.3	0.3
38	Cc1nc(SCC(=O)NC(C)(C#N)C2CC2)c2c(-c3cccs3)csc2n1 (configuration not stated)
→ -0.2	-7.4	18.5	0.5	1.6	-10.6	1.9	11.8	2.0	-2.9	0.0
39	COc1cccc(CNC(=O)CN(C)S(=O)(=O)c2ccc(Br)s2)c1
→ 7.0	29.7	2.9	2.9	-4.9	6.2	-0.3	-2.3	10.7	-3.8	0.0
40	Cc1ccc(C(=O)OCC(=O)NC2CC2)s1
→ 2.9	-2.4	0.6	nt	-14.9	-0.5	2.9	-22.4	-18.8	-4.8	0.0
41	COc1ccc(N2CCN(C(=O)CNC(=O)c3ccc(Br)o3)CC2)cc1
→ -2.9	-2.2	5.0	-1.2	2.2	-26.7	-0.3	2.5	-4.0	nt	0.0
42	COCCNc1ccnc2c(Cl)cccc12
→ 1.8	-4.8	5.0	3.1	1.4	-24.7	-1.3	-6.4	-0.2	-5.6	0.4
43	O=[N+]([O-])c1ccc(-c2nc(NCC3CCCO3)c3ccccc3n2)cc1 (configuration not stated)
→ -2.5	-9.1	-19.5	2.5	-23.8	-0.7	0.1	22.1	34.8	-4.5	0.0
44	COc1ccc(CC(=O)N/N=C/c2cc(Br)cs2)cc1OC
→ -2.3	-7.0	22.0	-2.6	-2.2	2.6	-0.7	33.4	-1.5	-1.7	0.1
45	Cc1nn(-c2ccccc2)c(Cl)c1C(=O)N(C)CC(=O)Nc1cccc(F)c1
→ -3.4	1.1	6.1	1.3	0.1	-23.8	-0.1	19.2	-6.0	-4.2	0.3
46	CCc1ccc(CN(C)CC(=O)Nc2ccc3c(c2)CCC3)cc1
→ 8.7	-1.3	10.1	0.1	31.0	-17.9	0.0	15.6	-3.1	4.7	0.2
47	Cc1nn(CCc2nn[nH]n2)c2nc(C(F)(F)F)cc(C(F)(F)F)c12
→ -1.6	-0.4	22.7	3.8	5.2	-14.2	3.5	-8.4	7.4	-6.5	-0.1
48	O=C(C1CCN(S(=O)(=O)c2cccc3nsnc23)CC1)N1CCc2ccccc21
→ -2.1	-10.6	12.3	-0.9	0.4	-2.1	-2.8	18.7	-0.2	-1.1	0.1
49	NS(=O)(=O)c1ccc(CCNC(=O)c2ccccc2Cc2ccccc2)cc1
→ 3.3	2.1	10.4	1.7	4.9	-13.6	-0.3	1.5	0.6	-5.3	0.2
50	COc1ccc2c(c1)-c1nc(/N=C/c3c(O)ccc4ccccc34)sc1CC2
→ 2.0	4.3	-12.7	nt	4.9	-14.1	0.5	1.5	4.3	-15.1	0.3
